Source: PubChem (NCI)
Growth percent in the NCI-60 one-dose screen (48 h, 10 µM unless noted): 100 = growth as untreated, 0 = no growth, -100 = all killed.
MOLT-4 – MOLT-4 leukemia cells; 80,000 compounds, 6.9% hits; AID 1794779
K-562 – K-562 leukemia; 78,000 compounds, 7.4% hits; AID 1794777
SR – SR leukemia cells; 73,000 compounds, 8.7% hits; AID 1794780
MDA-MB-435 – MDA-MB-435 melanoma | 82,000 compounds, 7.8% hits
MCF7 – MCF7 breast cancer | 82,000 compounds, 6.3% hits
MDA-MB-231 – MDA-MB-231 breast cancer; 81,000 compounds, 5% hits
BT-549 – BT-549 breast cancer | AID 1794793 | 78,000 compounds, 4.4% hits
MDA-MB-468 – MDA-MB-468 breast cancer. 78,000 compounds, 8.5% hits
* = called active by the depositor; . = not tested or not shown. The calls were made as follows: active = growth percent below 10; inactive = the rest.

SMILES	MOLT-4	K-562	SR	MDA-MB-435	MCF7	MDA-MB-231	BT-549	MDA-MB-468
O=c1cc(C2NNC(=S)N2)c2cc(Cl)ccc2o1 (centres undefined)	102	92	103	102	91	104	95	119
CCOC(=O)c1c2c(n3cc(C)ccc13)C(=O)c1ccccc1C2=O	68	70	49	104	74	84	89	99
CCCCC(=O)N/N=C/c1c(O)ccc2ccccc12	107	123	94	60	28	48	46	.
Nc1ccc2c(c1)Cc1cc(NC(=O)C(F)(F)F)ccc1-2	109	108	101	102	60	71	.	76
O=C1/C(=C/c2cc(C(F)(F)F)ccc2Cl)Cc2cc3c(cc21)OCO3	75	47	37	22	73	61	100	59
COc1ccc(N2C(=O)[C@@H](OC(C)=O)[C@H]2/C=C/c2ccccc2)cc1	100	104	103	105	96	98	94	99
Cc1nn(-c2ccccc2)c(N2CCCCC2)c1/C=N/NC(N)=S	89	86	86	97	75	79	91	74
CC(C)Sc1nc(Oc2ccc(/C=C3/SC(=O)NC3=O)cc2)c(C#N)c(-c2ccc(F)cc2)n1	67	69	90	89	81	96	82	78
CCCCCSB(SCCCCC)c1ccccc1	96	112	98	103	104	105	105	102
Cn1c(N)c(NC(=O)CC#N)c(=O)n(C)c1=O	94	97	95	106	104	104	111	112

The final 2 compounds of the part before lead into the next:
SMILES	MOLT-4	K-562	SR	MDA-MB-435	MCF7	MDA-MB-231	BT-549	MDA-MB-468
CCCCCSB(SCCCCC)c1ccccc1	96	112	98	103	104	105	105	102
Cn1c(N)c(NC(=O)CC#N)c(=O)n(C)c1=O	94	97	95	106	104	104	111	112
CCOC(=O)c1ccc(N(CC)S(=O)(=O)c2ccc(C)cc2)cc1	96	100	97	99	87	99	104	.
C=CCn1c(SCC(=O)Nc2ccc(/C(C)=N/O)cc2)nnc1-c1cc(-c2ccc(S(C)(=O)=O)cc2)nc2ccccc12	49	51	70	75	51	70	78	72
CS(=O)(=O)c1ccc(C(=O)N=Nc2c(O)[nH]c3ccccc23)cc1	107	102	105	102	95	113	107	117
O=C(Nc1cccc(Cl)c1)c1ccc(Cl)c(Cl)c1	77	71	82	95	53	72	91	37
NCCCC[C@H](NC(=O)[C@@H]1CCCN1C(=O)Cc1cccc2ccccc12)C(=O)NCc1nc2ccccc2[nH]1	102	108	107	98	95	104	97	99
N#Cc1c(Nc2ccccc2)n[nH]c1-c1cccs1	93	99	.	88	84	95	82	111
COC(=O)Nc1csc2c1NC(=O)CCCC2	107	122	104	107	96	107	109	105
COc1ccc(CCCC(=O)O)c2c(OC)cccc12	104	107	97	104	93	97	95	103
Nc1nc(N)nc(-c2ccccc2)n1	105	108	100	102	88	117	96	102
COc1cc(NCCCN)c2ncccc2c1	92	90	68	84	90	88	75	76
O=C1CCC(C(=O)NNCc2ccccc2)N1 (centres undefined)	18	103	32	105	93	116	107	96
CC(=O)Nc1cccc(-c2cc3ccccc3[nH]2)c1	88	93	81	97	94	89	102	101
NNC(=O)CCC(NC(=O)OCc1ccccc1)C(=O)NN (centres undefined)	85	84	91	103	106	117	103	105
CCCNc1nc2ccccc2c2c(=O)c3cc(F)ccc3sc12	98	99	86	96	30	72	84	51
Nc1nc(Cl)c2ncn(C3OC(CO)C(O)C3O)c2n1 (centres undefined)	104	107	.	97	89	100	91	96
CC(C)OC(=O)Nc1ccccc1Cl	98	96	98	110	92	103	97	109
O=C1c2ccccc2C(=O)c2c(Cl)cccc21	97	94	94	97	91	100	112	109
C=CC[N+](C)(C)CC=C	94	92	87	100	97	119	123	99
CC(=O)C(=Cc1ccccc1O)C(C)=O	88	.	92	105	98	100	110	.
c1ccc(CN(Cc2ccccc2)N(Cc2ccccc2)Cc2ccccc2)cc1	87	77	88	110	81	99	99	57

Gathered by group: the compounds so far with four or more nitrogen atoms (9)
SMILES	MOLT-4	K-562	SR	MDA-MB-435	MCF7	MDA-MB-231	BT-549	MDA-MB-468
Cc1nn(-c2ccccc2)c(N2CCCCC2)c1/C=N/NC(N)=S	89	86	86	97	75	79	91	74
CC(C)Sc1nc(Oc2ccc(/C=C3/SC(=O)NC3=O)cc2)c(C#N)c(-c2ccc(F)cc2)n1	67	69	90	89	81	96	82	78
Cn1c(N)c(NC(=O)CC#N)c(=O)n(C)c1=O	94	97	95	106	104	104	111	112
C=CCn1c(SCC(=O)Nc2ccc(/C(C)=N/O)cc2)nnc1-c1cc(-c2ccc(S(C)(=O)=O)cc2)nc2ccccc12	49	51	70	75	51	70	78	72
NCCCC[C@H](NC(=O)[C@@H]1CCCN1C(=O)Cc1cccc2ccccc12)C(=O)NCc1nc2ccccc2[nH]1	102	108	107	98	95	104	97	99
N#Cc1c(Nc2ccccc2)n[nH]c1-c1cccs1	93	99	.	88	84	95	82	111
Nc1nc(N)nc(-c2ccccc2)n1	105	108	100	102	88	117	96	102
NNC(=O)CCC(NC(=O)OCc1ccccc1)C(=O)NN (centres undefined)	85	84	91	103	106	117	103	105
Nc1nc(Cl)c2ncn(C3OC(CO)C(O)C3O)c2n1 (centres undefined)	104	107	.	97	89	100	91	96

(continued)
SMILES	MOLT-4	K-562	SR	MDA-MB-435	MCF7	MDA-MB-231	BT-549	MDA-MB-468
COC(=O)c1cc(=O)nc(NNC(C)=O)s1	97	97	96	96	93	99	110	108
CC(=O)Nc1ccc(-c2cc3c(NCc4ccc(F)cc4)ncnc3s2)cc1	95	87	77	93	76	83	72	70
Cc1cc2c(C)c3cc(C)c(N)cc3nc2cc1N	-7.2*	1.2*	-24*	12	-4.5*	20	58	-5.8*
CCCCNc1ccc2c3c(cccc13)C(=O)N(c1ccc(/C(=C(\C)c3ccccc3)c3ccccc3)cc1)C2=O	90	85	90	102	93	104	101	123
C[C@]12CC[C@H]3[C@@H](CC=C4C[C@@H](O)CC[C@@]43C)[C@@H]1CC(=O)C2	111	97	109	107	115	111	100	93
Cn1cc(-c2cc3ncnc(Nc4ccc(CC(=O)Nc5ccc(C(C)(C)C)cc5)cc4)c3s2)cn1	97	91	102	104	96	105	107	91
CC(C)(Sc1cc(C(C)(C)C)c(OC(=O)CCC(=O)O)c(C(C)(C)C)c1)Sc1cc(C(C)(C)C)c(OC(=O)CCC(=O)O)c(C(C)(C)C)c1	29	31	27	54	85	92	66	92
COc1cc(/C=C/C(=O)c2cccc(-n3cc(-c4ccc(Cl)cc4)[nH]c3=O)c2)cc(OC)c1OC	27	21	-16*	27	12	77	86	.
CC(=O)c1ccc(NC(=O)c2cc(-c3ccc(S(C)(=O)=O)cc3)nc3ccccc23)cc1	96	81	.	101	94	72	114	105
CC(CN(C)C)Oc1ccc(OC(C)CN(C)C)c2c1C(=O)c1ccccc1C2=O (centres undefined)	9.9*	24	21	46	16	41	.	33
CN1CCN(c2ncccc2CNC(=O)[C@@H]2CCCN3CCCC[C@H]23)CC1	90	98	100	105	98	97	126	96
CNCC(=O)Nc1cccc(Cl)c1C	104	124	119	97	100	98	106	130
COc1ccc(-c2nn(-c3ccccc3)cc2/C=C2\SC(=S)N(CCCCCCCCCCC(=O)O)C2=O)cc1OC	79	53	73	102	93	104	75	101
Cc1ccc(S(=O)(=O)Nc2ccc(-c3cc(-c4cccc(F)c4)on3)cc2)cc1	92	87	90	99	82	97	92	89
COc1cccc(CN(CCC(=O)O)Cc2cccc(OC)c2)c1	.	.	.	110	98	111	95	108
c1ccc(C2c3ccccc3C(c3ccccc3)(c3ccccc3)c3ccccc32)cc1	92	100	89	100	102	104	98	98
COC(=O)c1nc(-c2ccccc2)oc1S(=O)(=O)NCC(c1ccc(Cl)cc1)N1CCOCC1 (centres undefined)	8.0*	13	1.9*	65	32	76	56	30
FC1(F)C=C(c2ccccc2)C1(Cl)Cl	106	93	105	.	96	112	.	101
COc1ccc2c(c1)oc1c(C)c3c(c(C)c12)C(=O)N(CCO)C3=O	90	.	93	102	102	92	109	87
CCc1nc(N)nc(-c2nc(N)nc(CC)c2C)c1C	95	98	.	109	99	.	87	105
COC(=O)C1C2CCCCC1C(=O)O2 (centres undefined)	.	.	82	101	108	103	103	.
C/C(CCc1ccccc1)=C(/C)C1CC1CCNS(=O)(=O)c1ccc(C)cc1 (centres undefined)	103	86	123	104	90	96	112	89
Cc1cccc(Nc2nc3c(s2)C2=CC[C@H]4[C@@H]5C[C@@H]6O[C@]7(CC[C@@H](C)CO7)C(C)[C@@H]6[C@@]5(C)CC[C@@H]4[C@@]2(C)CC3)n1 (some centres undefined)	82	53	78	95	81	75	77	75
c1ccc(Sc2ncnc3ccccc23)cc1	38	71	26	38	64	93	52	50
CCn1c(Sc2nn3cc(-c4ccc(Cl)cc4)nc3s2)nc2c1c(=O)n(C)c(=O)n2C	111	108	103	98	99	85	94	84
O=C(Cc1ccccc1)Nc1cccc(N=Cc2ccccc2O)c1	101	99	117	98	94	114	115	104
CC(=O)c1cc(C)ccc1O	94	106	98	105	95	110	92	103
Cn1cc(-c2nc(-c3ccc4ccccc4c3)cs2)c2ccccc21	93	84	87	82	38	95	103	23
CN1CCN(C(=O)[C@]2(C)CC[C@]3(C)CC[C@]4(C)C(=CC(=O)[C@@H]5[C@@]6(C)CCC(=O)NC(C)(C)[C@@H]6CC[C@]54C)[C@@H]3C2)CC1	86	.	78	100	92	107	87	101
Cc1c(O)ccc2cc(C(=O)CSc3nnnn3-c3ccccc3)c(=O)oc12	102	88	93	93	96	87	98	91
Fc1cccc(Cn2cc(CSc3nc4ccccc4o3)nn2)c1	101	95	102	95	85	116	102	113
Cc1c(C(=O)Nc2nc3ccccc3s2)nnn1-c1ccccc1Br	67	58	71	86	81	90	73	54
S=c1nc(-c2ccc(Br)cc2)cc(-c2cn(-c3ccccc3)nc2-c2ccc(OCc3ccccc3)cc2)[nH]1	88	87	48	110	87	82	111	96
C=C(C)C(c1ccccc1)c1[nH]c(C)c(C(=O)OC)c1C(=O)OC (centres undefined)	59	111	117	97	105	115	82	91
COc1ccc(/C=C/C(=O)c2ccc(NC(=O)CSc3nnc(-c4c[nH]c5ccccc45)n3-c3ccccc3)cc2)cc1OC	67	71	78	99	18	77	85	67
CCOC(=O)C(Cc1ccccc1[N+](=O)[O-])C(=O)OCC	108	107	135	93	102	108	102	129
CC(=O)CC(c1cccs1)c1c(-c2ccccc2)n(C)c2ccccc12 (centres undefined)	88	85	87	98	97	88	101	85
COc1cc2nc(Cl)nc(Nc3cccc(C4=Nc5c(N)nc(N)nc5NC(c5ccc(F)cc5)C4)c3)c2cc1OC (centres undefined)	.	.	.	77	-5.1*	76	78	46
Nc1ncc(-c2ccc(NS(=O)(=O)c3ccc(F)c(Cl)c3)cc2)[nH]1	107	88	.	98	74	85	86	81
COc1cc(NC2CCC(=O)N2c2ccc(Cl)cc2Cl)cc(OC)c1OC (centres undefined)	96	106	96	95	97	111	109	110
COc1ccc(C(=O)N2C=Cc3ccccc3C2C#N)cc1 (centres undefined)	83	67	89	72	96	87	103	83
Cn1c2c(c3cc(Cl)ccc31)-n1cccc1C2=O	90	102	.	109	95	100	96	118
